# Screening results from PubChem.
# Keap1 Nrf2 FP: Keap1-Nrf2 (human) interaction inhibition | hit rate 0.15% among 340,000 | inhibition, % at 9.4 µM | Keap1 Kelch-Nrf2 peptide fluorescence polarization, 1536-well; in the data active = inhibition above about 12%;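 also: human Keap1 Kelch domain with fluorescein labeled Nrf2 9mer peptide probe; 0% = neutral control wells and 100% = peptide positive control; higher means more block of Keap1 binding to Nrf2 peptide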
# Target sequence (Q14145 whole entry, looked up, the tested form may be a part): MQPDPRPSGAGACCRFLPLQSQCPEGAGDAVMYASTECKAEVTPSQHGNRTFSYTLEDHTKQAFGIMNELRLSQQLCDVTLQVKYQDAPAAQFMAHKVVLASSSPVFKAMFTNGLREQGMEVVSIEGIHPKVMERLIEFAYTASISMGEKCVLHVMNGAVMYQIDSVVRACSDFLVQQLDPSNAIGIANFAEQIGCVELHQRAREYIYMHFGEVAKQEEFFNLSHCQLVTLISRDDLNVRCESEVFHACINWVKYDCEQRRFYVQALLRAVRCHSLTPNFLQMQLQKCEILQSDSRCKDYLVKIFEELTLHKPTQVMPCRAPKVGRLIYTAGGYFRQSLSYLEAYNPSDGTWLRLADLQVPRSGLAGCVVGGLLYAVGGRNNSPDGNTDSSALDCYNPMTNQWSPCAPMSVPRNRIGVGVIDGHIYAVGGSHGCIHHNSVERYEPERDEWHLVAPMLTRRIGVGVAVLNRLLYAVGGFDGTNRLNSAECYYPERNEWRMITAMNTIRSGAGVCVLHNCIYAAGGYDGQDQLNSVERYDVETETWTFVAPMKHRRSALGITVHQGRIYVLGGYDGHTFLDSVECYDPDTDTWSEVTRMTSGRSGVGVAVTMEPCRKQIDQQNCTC
# Cardiac RTF inh: cardiac RTF calcium desensitization; hit rate 0.12% among 340,000; IANBD-labeled cardiac RTF, Ca2+ fluorescence; P19429+P45379; inhibition, % at 7.15 µM;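 active = inhibition above the mean inhibition of all tested compounds plus 3 SD, cut at about 17% in these data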;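 also: assay run at fixed EC70 calcium of 1.6 mM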
# CAL PDZ FP-1: CAL PDZ (human) peptide binding inhibition | Q9HD26 | inhibition, % at 24.9 µM | hit rate 0.92% among 300,000 | purified CAL PDZ, TMR-peptide fluorescence polarization, 1 h | AID 602252;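 active = mean inhibition of at least 30% with at least half of replicates also reaching 30%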;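 also: 0% = DMSO neutral control and 100% = excess unlabeled competitor peptide PRC23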
# CAL PDZ FP-2: inhibitors of human CAL PDZ peptide binding. purified CAL PDZ, TMR-peptide fluorescence polarization, 1 h. Q9HD26. AID 504414. inhibition, % at 20 µM. hit rate 0.02% among 330,000;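 active = highest replicate inhibition of at least 40%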;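 also: plate controls were DMSO neutral control wells for no effect and unlabeled competitor peptide control wells for full effect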
#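 Material – purified CerCALP PDZ construct · Detection – FP readout, S and P plane fluorescence · Measure – percent inhibition from loss of millipolarization · Controls – unlabelled peptide for full inhibition, DMSO wells as neutral · Probe or stimulus – TMR-labelled reporter peptide T*-PRC34 bound in PDZ groove · Times – 1 h at RT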
# LANA DNA inh: blocks KSHV LANA C-terminal domain binding to DNA. hit rate 0.078% among 340,000. inhibition, % at 9 µM. MBP-C-LANA/FAM-LBS DNA binding, fluorescence polarization. AID 504423;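 active = highest replicate inhibition at or above 60% at 9 µM, even if other replicates fall short; inactive = all replicates below 60% inhibition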;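 also: 0% = neutral control wells and 100% = 4 µM acridine orange control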
# DAGLB inh: blocks human DAGLB lipase activity; HEK293T DAGLB membrane lysate, EnzChek fluorogenic substrate; Q8NCG7; inhibition, % at 5.17 µM; hit rate 0.059% among 340,000; in the data active = inhibition above about 34%;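 also: 0% = enzyme with vehicle and 100% = wells lacking enzyme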
# V-ATPase pH: regulators of yeast V-ATPase proton transport | hit rate 0.37% among 350,000 | S. cerevisiae, pHLuorin cytosolic pH fluorescence | response, % at 10 µM; in the data active = response mostly above about 7.3%, no sharp cut-off; inactive = mostly below about 5.4%; also: actives read high; inactives centre near 0; some compounds called inactive have numbers as strong as hits
# NSD2 inh: blocks human histone methyltransferase NSD2; O96028; NSD2 peptide methylation, AlphaScreen, 120 min; inhibition, % at 12.5 µM; hit rate 0.54% among 310,000; AID 743445; in the data active = inhibition above about 50%
# Arrestin-AP2 inh: inhibitors of human beta-arrestin and AP2 interaction; FITC-arrestin peptide / GST-AP2 beads, flow cytometry; AP2 beta2 appendage carries R879A mutation; inhibition, % at 10 µM; hit rate 0.31% among 340,000; AID 504490;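 active = inhibition above a set limit, near 3 SD of compounds lacking own fluorescence, cut at about 54% in these data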;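 also: plate controls were DMSO wells for no effect and 5 µM unlabelled arrestin peptide for full effect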
#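 test system = AP2 appendage R879A on GSH beads | buffer or medium = PBS plus Tween 20 (0.05%) and BSA (0.1%) | incubation = 12 min plus 1 h, RT | detection = bead flow cytometry, FITC channel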
# Pemphigus Ab inh: inhibitors of pemphigus antibody binding to human desmoglein-3; P32926; DSG3-coupled beads, scFv-anti-DSG3-GFP binding, flow cytometry; active compounds read low; binding (percent of control), % at 10 µM; hit rate 0.48% among 310,000; AID 588358;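 active = binding more than 3 SD below its plate's average and above zero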;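 also: hits lower antibody fragment binding to DSG3; some compounds called inactive have numbers as strong as hits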
# The depositor's hits bear a star; · = no result given. These rows are one share of the data; the hit share may differ from the screen's.
no. | smiles | Keap1 Nrf2 FP | Cardiac RTF inh | CAL PDZ FP-1 | CAL PDZ FP-2 | LANA DNA inh
1 | c1ccc(Oc2cccc(OCCCCN3CCCC3)c2)cc1 | 2 | -3 | 0 | -3.4 | -0.9
2 | Cc1ccc(S(=O)(=O)Oc2ccc(/C=C(/NC(=O)c3ccccc3)C(=O)Nc3ccccc3)cc2)cc1 | 4 | 2 | -3 | -0.1 | -0.2
3 | Cc1oc(C(=O)O)cc1COc1ccc2c3c(c(=O)oc2c1C)CCC3 | -2 | -2 | -4 | -1.9 | 0.3
4 | O=c1[nH]c(C2CCN(S(=O)(=O)c3ccccc3F)CC2)nc2c1nnn2Cc1ccc(OC(F)(F)F)cc1 | -2 | -6 | -5 | -3.3 | -0.6
5 | CCOC(=O)c1sc(=NC(=O)c2ccc(S(=O)(=O)N(C)c3ccccc3)cc2)n(C)c1C | -4 | 3 | -3 | -1.1 | -0.7
6 | CCOC(=O)c1sc2nc(SCC#N)n(CCCN3CCCC3=O)c(=O)c2c1C | 0 | -2 | -7 | · | -0.3
7 | CC(C)C(OC(=O)c1ccco1)C(=O)NC1CCCC1 (centres undefined) | 4 | -15 | -5 | -1.9 | 0.1
8 | Cc1ccnc(NS(=O)(=O)c2ccc(NC(=O)CSc3nc(-c4ccccc4)cc(=O)[nH]3)cc2)n1 | -1 | 0 | · | -0.8 | -0.4
9 | COc1ccc(CCNS(=O)(=O)c2cc(C(=O)O)c(Cl)cc2Cl)cc1 | -2 | 3 | 2 | 0.7 | -0.6
10 | CCOC(=O)Cc1csc(Nc2ccc(Cl)cc2)n1 | -1 | 5 | 1 | -2.2 | -0.3

no. | DAGLB inh | V-ATPase pH | NSD2 inh | Arrestin-AP2 inh | Pemphigus Ab inh
1 | 3 | 2 | 4 | 11 | 116
2 | 1 | 1 | 6 | -14 | 98
3 | 0 | -2 | 5 | 4 | 100
4 | 2 | 2 | -4 | 47 | ·
5 | -2 | 5 | -1 | 8 | 76
6 | 2 | -5 | -1 | 10 | 101
7 | 1 | 6 | · | -13 | ·
8 | 3 | 0 | 2 | 12 | 101
9 | 0 | -1 | 4 | -5 | 93
10 | -3 | 0 | 1 | 33 | 101

# Some entries already given, showing only NSD2 inh and Cardiac RTF inh:
item | structure | NSD2 inh | Cardiac RTF inh
6 | CCOC(=O)c1sc2nc(SCC#N)n(CCCN3CCCC3=O)c(=O)c2c1C | -1 | -2
7 | CC(C)C(OC(=O)c1ccco1)C(=O)NC1CCCC1 (centres undefined) | · | -15
8 | Cc1ccnc(NS(=O)(=O)c2ccc(NC(=O)CSc3nc(-c4ccccc4)cc(=O)[nH]3)cc2)n1 | 2 | 0
9 | COc1ccc(CCNS(=O)(=O)c2cc(C(=O)O)c(Cl)cc2Cl)cc1 | 4 | 3
10 | CCOC(=O)Cc1csc(Nc2ccc(Cl)cc2)n1 | 1 | 5

# Other compounds
no. | smiles | Keap1 Nrf2 FP | Cardiac RTF inh | CAL PDZ FP-1 | CAL PDZ FP-2 | LANA DNA inh
11 | COCCn1nnnc1CN(CCc1ccc(OC)c(OC)c1)Cc1cc2ccc(C)cc2[nH]c1=O | -1 | -1 | -1 | -3.0 | -0.4
12 | COc1ccc(NC(=O)CCC(=O)c2ccc(-c3ccccc3)cc2)cc1 | -4 | -1 | -4 | -0.5 | -0.9
13 | CC(c1ccon1)N(C)C(=O)CCc1nnc(Cc2ccc(-c3ccccc3)cc2)o1 (centres undefined) | -2 | -3 | -2 | -2.7 | -0.4
14 | Cc1ccc(NC(=O)NNC(=O)COc2ccc3ccccc3c2)cc1 | -2 | -6 | -5 | -1.7 | -1.0
15 | O=C(NN=Cc1ccc2c(c1)OCO2)C1CC1 | -6 | -1 | -3 | 0.1 | 1.4
16 | CC1(C)C(C=C(Cl)Cl)C1C(=O)N(Cc1ccc(Cl)cc1)C1CCS(=O)(=O)C1 (centres undefined) | -6 | -11 | · | -0.9 | -1.1
17 | O=C(NCc1ccco1)/C(=C/c1cccc(C(F)(F)F)c1)c1nc2ccccc2[nH]1 | -1 | 7 | -4 | 0.1 | 0.4
18 | Fc1ccccc1C1c2[nH]c3ccccc3c2CCN1Cc1ccoc1 (centres undefined) | -2 | 4 | -2 | -3.7 | 1.2
19 | Cc1cc(C)c(C(=O)OCC(=O)NC(=O)c2ccccc2)c(C)c1 | -4 | -3 | -3 | -0.9 | -0.3
20 | CC(NC(=O)C1=CC=CN2CCS(=O)(=O)N=C12)c1ccc(Cl)c(Cl)c1 (centres undefined) | -9 | -1 | · | -0.3 | 0.0

no. | DAGLB inh | V-ATPase pH | NSD2 inh | Arrestin-AP2 inh | Pemphigus Ab inh
11 | 2 | 1 | -4 | 7 | 110
12 | 3 | 2 | 0 | -3 | 99
13 | -1 | -1 | 0 | 11 | 92
14 | -1 | -4 | -2 | 8 | 97
15 | 1 | 3 | -1 | 7 | 92
16 | 1 | 8 | 0 | -3 | 102
17 | 0 | 2 | 2 | 25 | 106
18 | -5 | 0 | 0 | -7 | 107
19 | -2 | 0 | 0 | -14 | 100
20 | 0 | 2 | -1 | -18 | 105

# Reformatted: results already given.
# Each structure is followed by: Keap1 Nrf2 FP, Cardiac RTF inh, CAL PDZ FP-1, CAL PDZ FP-2, LANA DNA inh, DAGLB inh, V-ATPase pH, NSD2 inh, Arrestin-AP2 inh, Pemphigus Ab inh
14. Cc1ccc(NC(=O)NNC(=O)COc2ccc3ccccc3c2)cc1
    -2, -6, -5, -1.7, -1.0, -1, -4, -2, 8, 97
15. O=C(NN=Cc1ccc2c(c1)OCO2)C1CC1
    -6, -1, -3, 0.1, 1.4, 1, 3, -1, 7, 92

# (cont.)
no. | smiles | Keap1 Nrf2 FP | Cardiac RTF inh | CAL PDZ FP-1 | CAL PDZ FP-2 | LANA DNA inh
21 | COc1cccc(-n2c(C)n[nH]c2=O)c1 | -3 | -6 | -3 | -0.8 | 1.0
22 | Cc1oc(-c2ccccc2)nc1Cn1cccc1C1=NC(c2ccccc2)CO1 (centres undefined) | -1 | -3 | 2 | -1.0 | 13
23 | COc1cccc(NS(=O)(=O)c2c(C)nc3sccn3c2=O)c1 | 0 | 0 | · | -0.8 | 1.3
24 | Cc1cc(-c2cccc([N+](=O)[O-])c2)nc2ccccc12 | -7 | -11 | 1 | -1.2 | -0.2
25 | CC(=O)COc1cc(C)cc2oc(=O)cc(-c3ccccc3)c12 | -4 | 3 | -2 | -2.1 | -0.3
26 | CN1CCN(C(=O)c2ccc(C3SCC(=O)N3Cc3ccco3)cc2)CC1 (centres undefined) | -2 | 1 | 0 | · | -1.1
27 | O=C(CSc1nc(-c2ccccc2)ns1)N1CCOCC1 | -3 | -15 | -3 | -0.6 | -0.6
28 | O=C(Cc1cccc(NC(=O)C2CCN(C(=O)C3CC3)CC2)c1)Nc1cccc(C(=O)N2CCOCC2)c1 | -4 | -5 | -2 | -0.6 | -0.1
29 | COc1cccc(-c2cc(C(F)(F)F)nc(N3CCC(C)CC3)n2)c1 | 2 | -5 | 0 | 0.1 | -0.2
30 | N#C/C(=C1\CCCN1)c1nc(-c2ccccc2)cs1 | -2 | -6 | 0 | -1.1 | 0.2

no. | DAGLB inh | V-ATPase pH | NSD2 inh | Arrestin-AP2 inh | Pemphigus Ab inh
21 | -1 | 2 | -1 | -11 | ·
22 | -20 | 3 | 0 | 3 | 104
23 | 0 | 4 | · | 18 | 119
24 | -8 | 2 | -2 | -9 | 92
25 | 2 | 2 | -1 | -8 | 79
26 | 0 | -2 | -1 | -2 | 88
27 | 2 | 0 | · | -8 | 92
28 | -3 | 0 | · | 6 | 103
29 | -4 | -1 | 1 | 26 | 107
30 | 2 | 3 | 4 | 35 | 107

# 3 compounds already listed, sorted by molecular weight, high to low:
no. | smiles | Keap1 Nrf2 FP | Cardiac RTF inh | CAL PDZ FP-1 | CAL PDZ FP-2 | LANA DNA inh
26 | CN1CCN(C(=O)c2ccc(C3SCC(=O)N3Cc3ccco3)cc2)CC1 (centres undefined) | -2 | 1 | 0 | · | -1.1
23 | COc1cccc(NS(=O)(=O)c2c(C)nc3sccn3c2=O)c1 | 0 | 0 | · | -0.8 | 1.3
21 | COc1cccc(-n2c(C)n[nH]c2=O)c1 | -3 | -6 | -3 | -0.8 | 1.0

no. | DAGLB inh | V-ATPase pH | NSD2 inh | Arrestin-AP2 inh | Pemphigus Ab inh
26 | 0 | -2 | -1 | -2 | 88
23 | 0 | 4 | · | 18 | 119
21 | -1 | 2 | -1 | -11 | ·

# Later entries
no. | smiles | Keap1 Nrf2 FP | Cardiac RTF inh | CAL PDZ FP-1 | CAL PDZ FP-2 | LANA DNA inh
31 | Brc1ccc(C2C3=C(Nc4ncnn42)c2ccccc2OC3c2ccncc2)cc1 (centres undefined) | -5 | -8 | -7 | -2.9 | -0.4
32 | CCCC(=O)NC(C)c1nc2ccccc2n1C(C)C (centres undefined) | 1 | -5 | -4 | -1.5 | -0.3
33 | CCOc1ccc(NC(=O)C2CCN(S(=O)(=O)c3c(C)n[nH]c3C)CC2)cc1 | 0 | -3 | 1 | -0.6 | 0.2
34 | CC1=C(C)CC(C(=O)N2CCN(Cc3ccc4c(c3)OCO4)CC2)C(C(=O)O)C1 (centres undefined) | 1 | 2 | -1 | -0.4 | -3.4
35 | Cc1cc2c(c(SCC(N)=O)n1)C(=O)OC2 | 2 | -8 | 0 | -0.8 | -0.8
36 | Cc1cc(C(=O)Nc2cc(C(C)(C)C)on2)c(C)o1 | 0 | -1 | -3 | 0.0 | -1.4
37 | CC[C@@]1(C(=O)OC)N[C@H](CN(C)S(=O)(=O)c2ccc(OC(F)(F)F)cc2)[C@@H]2C(=O)N(C)C(=O)[C@@H]21 | -4 | -5 | 0 | -3.9 | 0.5
38 | O=C(COC(=O)Cc1cccs1)Nc1ccc(OC(F)(F)F)cc1 | -2 | -13 | 0 | -2.4 | 0.5
39 | CC(Oc1ccc(Br)cc1)C(=O)Nc1nc(-c2ccccn2)cs1 (centres undefined) | 1 | 1 | -4 | -2.9 | 0.6
40 | COc1ccc(-n2c(=S)[nH]c(=O)c3cccnc32)cc1 | -1 | -5 | -7 | 0.1 | 3.0
41 | CCN(C(=O)CN1CCOCC1)C1(C)C(=O)c2ccccc2C1=O | -2 | -7 | -3 | -1.8 | -1.4
42 | CCCC(=O)Nc1ccc2c(c1)nc1n2CCN(C2CCCCC2)C1 | -4 | -13 | -4 | -1.7 | -0.2

no. | DAGLB inh | V-ATPase pH | NSD2 inh | Arrestin-AP2 inh | Pemphigus Ab inh
31 | 1 | 3 | 0 | -13 | 105
32 | 0 | 1 | · | -7 | 101
33 | -1 | 1 | 0 | 2 | ·
34 | 0 | -2 | 1 | 2 | 92
35 | -1 | -4 | 0 | 2 | 113
36 | 0 | 1 | 3 | -4 | ·
37 | -2 | 3 | · | 21 | 102
38 | -2 | 2 | · | -4 | 99
39 | -2 | -1 | -5 | 8 | ·
40 | -1 | -7 | -1 | 0 | 113
41 | 0 | -3 | -4 | -10 | 91
42 | -1 | -4 | 1 | -3 | 110
